Source: PubChem BioAssay (Broad Institute)
ARNT TACC3 PPI: disruptors of human ARNT/TACC3 interaction | Q9Y6A5 | AlphaScreen His-ARNT PAS-B/GST-TACC3 binding, luminescence; TACC3 fragment carries E629A point mutation | inhibition, % at 9.99 µM | hit rate 0.66% among 390,000 | AID 623870;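 active = mean inhibition of replicates at least 50% and at least half of replicates each reaching 50%; inconclusive = half or more replicates reach 50% but mean below 50%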;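 note: 0% = complete ARNT plus TACC3 wells and 100% = ARNT alone without TACC3; many hits fall short of the cut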
SIRT5 inh: blocks human SIRT5 desuccinylation of peptide. Q9NXA8. Purified SirT5, succinyl-peptide AMC, trypsin-coupled fluorescence. inhibition, % at 15 µM. hit rate 1.1% among 330,000. AID 652115; in the data active = inhibition above about 15%; inconclusive = no clear call, values can overlap the other calls
Target sequence (Q9NXA8 whole entry, looked up): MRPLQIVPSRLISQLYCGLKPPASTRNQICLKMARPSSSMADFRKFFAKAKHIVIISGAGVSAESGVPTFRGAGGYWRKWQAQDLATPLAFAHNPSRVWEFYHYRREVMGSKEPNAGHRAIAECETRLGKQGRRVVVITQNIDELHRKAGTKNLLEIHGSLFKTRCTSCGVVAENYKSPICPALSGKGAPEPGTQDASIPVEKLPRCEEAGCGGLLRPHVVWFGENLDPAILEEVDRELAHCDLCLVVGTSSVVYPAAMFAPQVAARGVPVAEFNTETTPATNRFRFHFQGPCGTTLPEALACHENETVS
LGR2 inh: inhibitors of bursicon-induced Drosophila LGR2 receptor cAMP signaling. HEK293 LGR2, CRE-luciferase, bursicon-stimulated, 4 h. hit rate 0.35% among 380,000. inhibition, % at 9.99 µM. AID 720647;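 active = drop in luminescence signal, shown as inhibition above about 50% in the replicate tests, limit read from the data, passing the limit was not always enough; inconclusive = probably only some replicates passing the limit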;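 note: agonist challenge used bursicon conditioned medium at about half maximal strength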
EWS-Fli inh: inhibitors of EWS/Fli oncoprotein transcriptional activity; A673 NR0B1-luciferase reporter, viability-normalised; inhibition, % at 12.6 µM; hit rate 0.67% among 350,000; AID 651661;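 active = mean inhibition of at least 50% after viability correction, with every replicate also passing that limit; inconclusive = mean reaches 50% but only one of two replicates passes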;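 note: firefly luciferase signal divided by Alamar Blue viability fluorescence both relative to DMSO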
CASP6 VEID inh: inhibitors of human caspase-6; inhibition, % at 12.5 µM; purified caspase-6, Z-VEID-R110 cleavage fluorescence; hit rate 0.53% among 350,000; P55212; AID 686996;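 active = mean inhibition across replicates at least about 35%, with every replicate also reaching that limit, limit read from the data; inconclusive = only one of the two criteria met; inactive = neither criterion met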;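 note: 0% = median of neutral control wells and 100% = no fluorescence left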
Target sequence (P55212 24-179 limits assumed): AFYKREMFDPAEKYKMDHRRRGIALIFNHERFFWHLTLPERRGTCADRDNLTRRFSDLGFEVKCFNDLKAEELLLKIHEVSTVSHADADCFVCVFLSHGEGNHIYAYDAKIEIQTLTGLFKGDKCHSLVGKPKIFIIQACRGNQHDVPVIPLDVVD
Target sequence (P55212 194-293 limits assumed): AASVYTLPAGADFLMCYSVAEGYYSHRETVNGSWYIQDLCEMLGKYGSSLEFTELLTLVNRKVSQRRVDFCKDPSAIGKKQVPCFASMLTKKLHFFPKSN
PAX8 inh HTS: PAX8 transcriptional activity inhibition. RMG-I TPO-luciferase reporter, SteadyGlo, 24 h. inhibition, % at 12.6 µM. hit rate 1.2% among 360,000;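 active = mean replicate inhibition at least 60% with every replicate also reaching 60%; inconclusive = only one of the two criteria is met; inactive = mean below 60% and not all replicates reaching 60%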;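 note: luciferase light reporting Pax8 driven TPO promoter activity; plate controls were median of neutral control wells for no effect and mitoxantrone controls for full effect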
DENV2 CPE rescue: DENV2-induced cell death inhibition. AID 651640. hit rate 1.7% among 350,000. CPE inhibition, % at 9.99 µM. DENV2-infected cells, cytopathic effect rescue, plate reader; in the data active = CPE inhibition above about 20%, passing the limit was not always enough; inconclusive = no clear call, values can overlap the other calls; tested in BHK-21 cells;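 note: 0% = median of neutral control wells and 100% = median of positive control wells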
* marks the source's active call; other numbers are inactive results.

What do the screens show for `C[C@@H]1CN([C@@H](C)CO)C(=O)c2cc(NS(C)(=O)=O)ccc2O[C@@H](C)CCCCO[C@@H]1CN(C)C(=O)Cc1ccccc1`?
SIRT5 inh: 2; LGR2 inh: 5; EWS-Fli inh: -3; CASP6 VEID inh: -2; PAX8 inh HTS: -9; DENV2 CPE rescue: 5

How did CC1CCCCC1NC(=O)CCNS(=O)(=O)c1ccc2c(c1)CCC(=O)N2 (centres undefined) do in these assays?
ARNT TACC3 PPI: -4; SIRT5 inh: -7; LGR2 inh: 12; EWS-Fli inh: 1; CASP6 VEID inh: 3; PAX8 inh HTS: -2; DENV2 CPE rescue: -1

Results for N#Cc1ccccc1CSc1nnc(Cc2ccccc2)o1 ?
ARNT TACC3 PPI: -16; SIRT5 inh: -1; LGR2 inh: -33; EWS-Fli inh: -23; CASP6 VEID inh: -1; PAX8 inh HTS: -16; DENV2 CPE rescue: 6

Results for NC(=O)CCC(=O)N1CCCC(C(=O)c2ccc3c4c(cccc24)CC3)C1 (centres undefined) ?
SIRT5 inh: -4; LGR2 inh: -20; EWS-Fli inh: -5; CASP6 VEID inh: -2; PAX8 inh HTS: 10; DENV2 CPE rescue: 0

What do the screens show for `C/C=C/c1ccc2c(c1)O[C@H](CN(C)C(=O)Nc1ccc(C(F)(F)F)cc1)[C@@H](C)CN([C@H](C)CO)S2(=O)=O`?
ARNT TACC3 PPI: 6; SIRT5 inh: 4; LGR2 inh: 4; EWS-Fli inh: 29; CASP6 VEID inh: 3; DENV2 CPE rescue: 2

What do the screens show for `COc1ccc(-c2noc3c2-c2nc(-c4ccccc4Cl)sc2CC3)cc1`?
ARNT TACC3 PPI: -4; LGR2 inh: -5; EWS-Fli inh: -7; PAX8 inh HTS: 8

Results for C/C(=N\NC(=O)C(O)c1ccccc1)c1cccnc1 (centres undefined) ?
ARNT TACC3 PPI: 0; SIRT5 inh: 0; LGR2 inh: -3; CASP6 VEID inh: 1; PAX8 inh HTS: 2; DENV2 CPE rescue: 5

Results for Cc1ccccc1-c1cc(C(=O)NCc2ccc3c(c2)OCO3)nn1CC1CC(c2cccc([N+](=O)[O-])c2)=NO1 (centres undefined) ?
ARNT TACC3 PPI: -5; SIRT5 inh: -4; LGR2 inh: -1; EWS-Fli inh: 17; CASP6 VEID inh: 1; PAX8 inh HTS: 20; DENV2 CPE rescue: 0

Results for O=C(Nc1ccc(Cl)c(Cl)c1)N[C@H]1CC[C@H](CCn2cc(C3CCCC3)nn2)O[C@H]1CO ?
SIRT5 inh: 0; LGR2 inh: 10; EWS-Fli inh: 10; CASP6 VEID inh: -4; PAX8 inh HTS: -25; DENV2 CPE rescue: 12

Results for O=C(Nc1cccc(S(=O)(=O)N2CCOCC2)c1)c1cc2ccccc2o1 ?
ARNT TACC3 PPI: 3; SIRT5 inh: -4; LGR2 inh: 6; EWS-Fli inh: -14; CASP6 VEID inh: 1; PAX8 inh HTS: -25; DENV2 CPE rescue: 10

What do the screens show for `CCOC(=O)[C@]12CCCC=C1N(CCC1=CCCCC1)C(=O)[C@H](CC(=O)N1CCN(C(=O)c3ccco3)CC1)C2`?
SIRT5 inh: 16*; LGR2 inh: -7; EWS-Fli inh: -5; CASP6 VEID inh: 2; PAX8 inh HTS: 18; DENV2 CPE rescue: 1

Results for O=C(c1ccc(S(=O)(=O)N2CCCCCC2)cc1)N(c1ccccn1)C1CCCCC1 ?
ARNT TACC3 PPI: 1; SIRT5 inh: -6; LGR2 inh: 15; EWS-Fli inh: -4; CASP6 VEID inh: -1; PAX8 inh HTS: 14; DENV2 CPE rescue: 3

Results for O=C(OCc1nc2ccsc2c(=O)[nH]1)c1ccccc1 ?
ARNT TACC3 PPI: -6; SIRT5 inh: -5; LGR2 inh: 5; EWS-Fli inh: -6; CASP6 VEID inh: -2; PAX8 inh HTS: -14; DENV2 CPE rescue: 6

How did O=C(Nc1n[nH]c(C2CCCCC2)n1)C1CCCCC1 do in these assays?
ARNT TACC3 PPI: -1; SIRT5 inh: -1; LGR2 inh: -15; EWS-Fli inh: -44; CASP6 VEID inh: 1

What do the screens show for `CCCCN(C(=O)CSc1c(C)c(C)cc(C)c1C)c1c(N)n(CCC)c(=O)[nH]c1=O`?
SIRT5 inh: -2; LGR2 inh: 2; EWS-Fli inh: 3; CASP6 VEID inh: 0; PAX8 inh HTS: 6; DENV2 CPE rescue: -2

How did Cc1nc(NC(=O)c2c(-c3ccccc3Cl)noc2C)sc1C do in these assays?
ARNT TACC3 PPI: 2; SIRT5 inh: 0; LGR2 inh: 8; EWS-Fli inh: -3; CASP6 VEID inh: -4; PAX8 inh HTS: 12; DENV2 CPE rescue: -6

What do the screens show for `COc1ccc(-c2cc(C)no2)cc1S(=O)(=O)NCc1cccc(C)c1`?
ARNT TACC3 PPI: 0; SIRT5 inh: 7; LGR2 inh: 10; EWS-Fli inh: -5; CASP6 VEID inh: 1; PAX8 inh HTS: 0; DENV2 CPE rescue: 3

How did COc1ccc(-c2nc(N)n(C(=O)c3ccco3)n2)cc1 do in these assays?
ARNT TACC3 PPI: -4; SIRT5 inh: -3; LGR2 inh: 1; EWS-Fli inh: -6; CASP6 VEID inh: -7; PAX8 inh HTS: -19

What do the screens show for `COc1cccc(S(=O)(=O)N[C@@H]2CC[C@H](CC(=O)NCc3ccc(Cl)cc3)O[C@H]2CO)c1`?
ARNT TACC3 PPI: -2; SIRT5 inh: 0; LGR2 inh: -7; EWS-Fli inh: -7; CASP6 VEID inh: 4; PAX8 inh HTS: 5; DENV2 CPE rescue: -9

Results for COc1ccc(S(=O)(=O)Nc2ccc3c(c2)C(=O)N([C@@H](C)CO)C[C@H](C)[C@H](CN(C)Cc2ccccc2)O3)cc1 ?
ARNT TACC3 PPI: 7; SIRT5 inh: 2; LGR2 inh: 15; EWS-Fli inh: 6; DENV2 CPE rescue: 8

How did Cc1ccc(NCc2nnc3n2CCCCC3)cc1 do in these assays?
ARNT TACC3 PPI: 4; SIRT5 inh: -2; LGR2 inh: -25; EWS-Fli inh: -19; CASP6 VEID inh: -1; DENV2 CPE rescue: 11

Results for CN(c1ccc(C(=O)NCc2ccc3c(c2)OCO3)cc1)S(=O)(=O)c1ccccc1 ?
ARNT TACC3 PPI: -5; SIRT5 inh: 2; LGR2 inh: -13; EWS-Fli inh: 6; CASP6 VEID inh: 1; PAX8 inh HTS: 13; DENV2 CPE rescue: -6

Results for C[C@@H]1CN([C@H](C)CO)C(=O)c2cc(C#CC3(O)CCCC3)cnc2O[C@@H]1CN(C)C ?
ARNT TACC3 PPI: -8; SIRT5 inh: -1; LGR2 inh: -35; EWS-Fli inh: -8; CASP6 VEID inh: -1; DENV2 CPE rescue: inconclusive

What do the screens show for `COc1ccc(NC(=O)N(C)C[C@@H]2Oc3c(NC(=O)Nc4ccc(F)cc4)cccc3C(=O)N([C@H](C)CO)C[C@@H]2C)cc1`?
ARNT TACC3 PPI: 4; SIRT5 inh: 3; LGR2 inh: -11; EWS-Fli inh: -7; CASP6 VEID inh: -1; DENV2 CPE rescue: -10

What do the screens show for `COc1ccc(CNCCS(=O)(=O)NCc2ccc(OC)cc2)cc1`?
ARNT TACC3 PPI: -6; SIRT5 inh: -1; LGR2 inh: 2; EWS-Fli inh: 5; CASP6 VEID inh: 2; PAX8 inh HTS: -10; DENV2 CPE rescue: 1

Results for C[C@@H]1CCCCO[C@H](CN(C)Cc2ccc3c(c2)OCO3)[C@H](C)CN([C@@H](C)CO)C(=O)c2cc(NC(=O)C3CCCCC3)ccc2O1 ?
ARNT TACC3 PPI: -5; SIRT5 inh: 0; LGR2 inh: -1; EWS-Fli inh: -7; CASP6 VEID inh: -3; PAX8 inh HTS: -14; DENV2 CPE rescue: 1

How did CCOc1cc(/C=C/C(=O)c2ccc(OC)c(CN3CCOCC3)c2)cc(Br)c1O do in these assays?
SIRT5 inh: -4; LGR2 inh: 23; CASP6 VEID inh: 0; PAX8 inh HTS: 30; DENV2 CPE rescue: -6

Results for Cc1ccccc1C(=O)NCCCCc1ccccc1 ?
ARNT TACC3 PPI: -34; LGR2 inh: 8; PAX8 inh HTS: 0

What do the screens show for `CCC(=O)Nc1ccc(C(=O)NNC(=O)CCCCC(=O)NNC(=O)c2ccc(NC(=O)CC)cc2)cc1`?
SIRT5 inh: -1; LGR2 inh: -8; EWS-Fli inh: 5; CASP6 VEID inh: 1; PAX8 inh HTS: 4; DENV2 CPE rescue: -5

Results for COc1ccc(OC)c(C(=O)c2ccccn2)c1 ?
ARNT TACC3 PPI: -1; SIRT5 inh: 2; LGR2 inh: -2; EWS-Fli inh: 1; CASP6 VEID inh: 0; PAX8 inh HTS: 36; DENV2 CPE rescue: -3

How did O=C(c1cc2cc(Br)ccc2s1)N1CCOCC1 do in these assays?
ARNT TACC3 PPI: -10; SIRT5 inh: -2; LGR2 inh: -1; EWS-Fli inh: 5; CASP6 VEID inh: -3; PAX8 inh HTS: -12; DENV2 CPE rescue: 0

Results for CCC1([N+](=O)[O-])COC(c2ccc(C)cc2)OC1 (centres undefined) ?
ARNT TACC3 PPI: -2; LGR2 inh: -3; EWS-Fli inh: -8; CASP6 VEID inh: -3; PAX8 inh HTS: 6; DENV2 CPE rescue: 20

How did CC(C)C(=O)Nc1ccc2c(c1)C(=O)N(C)[C@H]1CC[C@@H](CC(=O)NCc3ccccc3F)O[C@H]1CO2 do in these assays?
ARNT TACC3 PPI: -11; LGR2 inh: -7; EWS-Fli inh: -7; PAX8 inh HTS: -9; DENV2 CPE rescue: -4

How did Cc1ccc(S(=O)(=O)Nc2ccc3c(c2)C(=O)N([C@H](C)CO)C[C@@H](C)[C@@H](CN(C)S(=O)(=O)c2ccc(Cl)cc2)OCCCC[C@H](C)O3)cc1 do in these assays?
ARNT TACC3 PPI: -5; LGR2 inh: 9; EWS-Fli inh: 11; PAX8 inh HTS: 33; DENV2 CPE rescue: -6

How did Cc1c(C(=O)Nc2nc3ccccc3[nH]2)cccc1[N+](=O)[O-] do in these assays?
ARNT TACC3 PPI: 9; LGR2 inh: -40; PAX8 inh HTS: -37

What do the screens show for `COC(=O)CCC(=O)N(CCN(C(=O)CCC(=O)OC)c1ccccc1)c1ccccc1`?
ARNT TACC3 PPI: -6; SIRT5 inh: -2; LGR2 inh: 10; EWS-Fli inh: 12; CASP6 VEID inh: 6; PAX8 inh HTS: 7; DENV2 CPE rescue: 0

Results for COC(=O)C1(Cc2cc(-c3cccnc3)no2)CCN(C(=O)OC(C)(C)C)CC1 ?
ARNT TACC3 PPI: 14; LGR2 inh: -4; EWS-Fli inh: -10; CASP6 VEID inh: -1; PAX8 inh HTS: -30; DENV2 CPE rescue: 4

What do the screens show for `CC(=O)Nc1ccc(OCC(O)Cn2nc(C)c(C)c2C)cc1` (centres undefined)?
ARNT TACC3 PPI: -27; SIRT5 inh: -1; LGR2 inh: -8; EWS-Fli inh: 5; CASP6 VEID inh: -2; PAX8 inh HTS: -7; DENV2 CPE rescue: 1

How did NS(=O)(=O)c1ccc(CCn2c(=S)[nH]c3ccc(F)cc3c2=O)cc1 do in these assays?
ARNT TACC3 PPI: 0; SIRT5 inh: -4; LGR2 inh: -1; EWS-Fli inh: -70; CASP6 VEID inh: 0; PAX8 inh HTS: 2; DENV2 CPE rescue: -5

Results for COc1ccccc1CNS(=O)(=O)c1ccc2c(c1)CC(=O)N2C ?
ARNT TACC3 PPI: -5; SIRT5 inh: -2; LGR2 inh: -2; CASP6 VEID inh: 0; PAX8 inh HTS: 10; DENV2 CPE rescue: 10

What do the screens show for `COC(=O)c1ccc(/C=N/Nc2nc(C)c(C)s2)cc1`?
ARNT TACC3 PPI: 2; SIRT5 inh: -3; EWS-Fli inh: -102; CASP6 VEID inh: -4; PAX8 inh HTS: -114; DENV2 CPE rescue: 0

What do the screens show for `COc1ccc(C2CC(c3ccccc3C)n3nc(N)nc3N2)cc1` (centres undefined)?
SIRT5 inh: 1; LGR2 inh: 16; EWS-Fli inh: 8; CASP6 VEID inh: -2; PAX8 inh HTS: -12; DENV2 CPE rescue: -3
